# Screening data from PubChem BioAssay.
# AddAB inh – growth inhibition of E. coli expressing H. pylori AddAB, primary screen, AddAB inhibitor project, absorbance; AID 435030, 2010; 0.29% of 330,000 active; inhibition, % at 11.9 µM; in the data active = inhibition above about 12%;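 also: 0% = vehicle wells of infected cells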
# Arrestin-AP2 inh – inhibitors of beta-arrestin/AP2 binding, primary screen, biochemical, GPCR trafficking, flow cytometry; beta-arrestin 1 C-terminal peptide binding to AP2 beta2-adaptin appendage (human); FITC-arrestin peptide / GST-AP2 beads; AP2 beta2 appendage carries R879A mutation; inhibition, % at 10 µM; 0.31% of 340,000 active;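 active = inhibition above a set limit, near 3 SD of compounds lacking own fluorescence, cut at about 54% in these data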;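 also: plate controls were DMSO wells for no effect and 5 µM unlabelled arrestin peptide for full effect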
#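 test system = AP2 appendage R879A on GSH beads | buffer or medium = PBS plus Tween 20 (0.05%) and BSA (0.1%) | incubation = 12 min plus 1 h, RT | detection = bead flow cytometry, FITC channel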
# Tat transport – E. coli Tat export inhibitors, primary screen, MC4100, TorA-mCherry reporter, fluorescence, single point; inhibition, % at 10 µM; 0.036% of 340,000 active; AID 488895, 2010;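 active = mean replicate inhibition at least 50% and at least half of replicates individually reaching 50%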;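 also: exported cargo escapes ClpAP degradation while cytoplasmic cargo is degraded and loses fluorescence; 0% = median of neutral control wells and 100% = median of NaSCN control wells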
# phage Ecoli inh – growth loss of phage-infected E. coli, primary screen, RecBCD inhibitor project, absorbance, with phage, HTS; inhibition, % at 11.9 µM; 0.26% of 360,000 active; AID 651602, 2012; in the data active = inhibition above about 11%
# E coli growth – E. coli V3065 growth inhibition, primary screen, counter-screen for AddAB inhibitor project, absorbance, OD600; 0.27% of 330,000 active; inhibition, % at 11.9 µM; AID 449728, 2010; 18 h;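 active = inhibition above the campaign's mean inhibition across all tested compounds plus 3 SD, cut at about 9.9% in these data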;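 also: uninfected addAB+ strain grown without phage in ampicillin broth; 0% = DMSO wells and 100% = ciprofloxacin 0.95 µg/ml wells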
# DSG3 Ab inh – inhibitors of pemphigus antibody binding to DSG3, primary screen, biochemical, bead-based, flow cytometry, scFv-GFP. 0.48% of 310,000 active. DSG3-coupled beads, scFv-anti-DSG3-GFP binding; active compounds read low. Desmoglein-3 (Homo sapiens), P32926. binding (percent of control), % at 10 µM. AID 588358, 2011;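 active = binding more than 3 SD below its plate's average and above zero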;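 also: hits lower antibody fragment binding to DSG3; some compounds called inactive have numbers as strong as hits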
# Target sequence (P32926 whole entry, looked up, the tested form may be a part): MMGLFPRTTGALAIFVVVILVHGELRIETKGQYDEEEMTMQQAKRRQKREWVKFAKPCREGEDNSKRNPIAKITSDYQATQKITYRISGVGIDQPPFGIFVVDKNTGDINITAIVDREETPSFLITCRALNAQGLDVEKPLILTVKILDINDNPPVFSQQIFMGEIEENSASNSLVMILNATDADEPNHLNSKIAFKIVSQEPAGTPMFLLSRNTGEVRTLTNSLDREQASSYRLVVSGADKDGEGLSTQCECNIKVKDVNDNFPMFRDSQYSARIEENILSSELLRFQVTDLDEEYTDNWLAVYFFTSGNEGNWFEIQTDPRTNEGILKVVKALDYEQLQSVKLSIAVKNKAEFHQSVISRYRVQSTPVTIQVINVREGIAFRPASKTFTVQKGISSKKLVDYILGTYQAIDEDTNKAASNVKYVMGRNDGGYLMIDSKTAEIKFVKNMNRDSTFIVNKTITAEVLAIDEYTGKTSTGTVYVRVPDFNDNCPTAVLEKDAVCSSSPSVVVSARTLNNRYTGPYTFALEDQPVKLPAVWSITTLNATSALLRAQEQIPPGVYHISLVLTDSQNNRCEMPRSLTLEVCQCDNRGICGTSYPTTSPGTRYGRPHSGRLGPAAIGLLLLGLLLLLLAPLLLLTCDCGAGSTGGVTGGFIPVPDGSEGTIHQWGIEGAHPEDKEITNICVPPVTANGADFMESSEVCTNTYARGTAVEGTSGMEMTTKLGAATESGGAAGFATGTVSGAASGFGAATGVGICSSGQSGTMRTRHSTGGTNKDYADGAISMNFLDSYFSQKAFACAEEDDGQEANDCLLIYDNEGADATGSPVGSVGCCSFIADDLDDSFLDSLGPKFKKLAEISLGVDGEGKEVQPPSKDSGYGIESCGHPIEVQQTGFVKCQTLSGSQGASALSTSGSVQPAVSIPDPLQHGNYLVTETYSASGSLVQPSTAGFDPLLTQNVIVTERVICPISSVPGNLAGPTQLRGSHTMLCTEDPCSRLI
# Mot1-301 SUMO – yeast Mot1-301 growth rescue at high temperature, primary screen, SUMOylation pathway inhibitor project, S. cerevisiae, ATP luminescence, 38.5C | S. cerevisiae Mot1-301 growth rescue; percent above DMSO median, 100 means doubled | growth rescue, % at 18.8 µM | 1% of 320,000 active | AID 2716, 2010;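 active = every valid replicate shows activation above 250% relative to neutral control wells; inactive = the rest, any valid replicate at or below 250%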;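 also: OY570 slx delta 5 strain wells were the positive control but not used for scaling; some compounds called inactive have numbers as strong as hits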
# OPRM1-OPRD1 inv – inverse agonists of MOR-DOR heterodimerization, primary screen, cell-based, luminescence; inhibition, % at 9.3 µM; Mu-type opioid receptor (Homo sapiens) + Delta-type opioid receptor (Homo sapiens), …; 0.21% of 340,000 active; cell-based MOR-DOR heterodimer luminescence, inverse agonism; AID 504357, 2011; in the data active = inhibition above about 22%, passing the limit was not always enough;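 also: 0% = cells with DMSO and 100% = wells without cells with DMSO; values of inactives mirror those of a sister screen read the other way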
# MOR-DOR ag – agonists of OPRM1-OPRD1 heterodimerization, primary screen, cell-based, luminescence; Mu-type opioid receptor (Homo sapiens) + Delta-type opioid receptor (Homo sapiens), …; cells; activation, % at 9.3 µM; 0.3% of 340,000 active; AID 504326, 2011; in the data active = activation above about 18%;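 also: 0% = vehicle-treated cells and 100% = reference agonist; values of inactives mirror those of a sister screen read the other way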
# PKA-R1A activ – activators of PKA-R1A holoenzyme, primary screen, biochemical, fluorescence polarization, Cy5-IP20, bovine R1A, mouse PKAc. activation, % at 11.4 µM. PKA-R1A dissociation; scaled: DMSO 0%, 113 µM cGMP 100%. AID 504707, 2011. 0.083% of 340,000 active. cAMP-dependent protein kinase type I-alpha regulatory subunit (Bos taurus) + …;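 active = percent activation above the mean of all tested compounds plus 3 SD, cut at about 19% in these data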;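 also: higher means more PKAc released from R1A so a rise in polarization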
# PfHsp90 yeast 2 – growth inhibition of PfHsp90-expressing yeast, primary screen, antimalarial PfHsp90 inhibitor project, S. cerevisiae, BacTiter-Glo luminescence, single point, set 2 | BacTiter-Glo ATP, 48 h; yeast lacking PDR1 and PDR3 efflux regulators | inhibition, % at 9.4 µM | 0.32% of 310,000 active;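 active = every replicate shows inhibition above about 80%, whatever the replicate mean, limit read from the data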;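 also: 0% = DMSO neutral controls and 100% = 20 µM radicicol positive controls; yeast relying on Plasmodium falciparum Hsp90 in place of its own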
# Active calls of the source: *; / = not tested or not shown.
SMILES,AddAB inh,Arrestin-AP2 inh,Tat transport,phage Ecoli inh,E coli growth,DSG3 Ab inh,Mot1-301 SUMO,OPRM1-OPRD1 inv,MOR-DOR ag,PKA-R1A activ,PfHsp90 yeast 2
Cc1ccc2cc(CN(C(=O)c3ccncc3)C(C)C)c(=O)[nH]c2c1,3.1,7,-17,2.1,0.8,104,306*,-12,2.2,8,12
O=C(N/N=C/c1sc(N2CCOCC2)nc1-c1ccccc1)c1ccccc1O,-1.0,2,-1,4.7,0.8,129,12,2,-0.3,-7,-4
CCOc1ccc(-c2nc(N)ncc2Oc2ccc(OC)cc2)c(O)c1,1.4,0,9,1.6,0.8,86,1,-7,1.4,-14,-8
CS(=O)(=O)N1CCN(c2ccc(C(=O)NC3C4CC5CC(C4)CC3C5)cc2[N+](=O)[O-])CC1 (centres undefined),0.3,20,7,1.1,1.2,107,0,1,-0.2,-5,6
CN(C)S(=O)(=O)c1cccc(NC(=O)CCc2c[nH]c3ccccc23)c1,4.5,3,1,-1.5,-2.6,101,5,-7,1.5,-1,24
O=C(CN1C(=O)CSC1=O)Nc1ccc2c(c1)OCCO2,2.8,33,5,2.5,-0.9,/,-3,1,-0.2,5,-58
Cc1onc(-c2c(F)cccc2Cl)c1C(=O)NC(=S)NCc1cccnc1,1.9,-8,-2,2.3,2.0,109,-12,19,-3.5,-9,4
c1ccc(CN2C3=NCCN3c3ccccc32)cc1,4.8,1,-6,5.0,0.9,102,-2,7,-1.5,-1,22
COc1ccc(NC(=O)N2CC(C)OC(C)C2)cc1OC (centres undefined),0.2,-8,6,3.0,-0.5,106,-21,16,-3.5,-6,/
COC(=O)c1cn(NC(=O)c2cc(OC)cc(OC)c2)c(=O)c2ccccc12,-1.4,0,-8,3.2,-0.8,109,-7,4,-0.8,4,-7
COc1cc2c(cc1OC)C(C)N(C(=O)Cn1ncc3c1-c1ccccc1OC3)CC2 (centres undefined),1.0,25,2,0.9,-4.9,89*,71,16,-3.1,-2,/
CCCCC[n+]1ccn(C2=C([O-])c3ccccc3C(=O)/C2=N\S(=O)(=O)c2ccc(Br)cc2)c1,4.5,6,-7,3.0,3.1,104,4,-60,12,-5,1
Cc1ccc(S(=O)(=O)N(C)CCCC(=O)Nc2cccc3ccccc23)cc1,5.6,-1,2,0.2,-1.1,87,-16,0,0.0,-8,9
CSCCC(NC(=O)c1ccccc1Cl)C(=O)N1CCCC(C)C1 (centres undefined),/,9,3,0.7,/,63,/,8,-1.5,-8,15
CC(=O)N1CCCc2cc(S(=O)(=O)N3CCCC(C(=O)N4CCN(c5cccc(Cl)c5)CC4)C3)ccc21 (centres undefined),-0.3,-1,8,0.8,-2.8,109,-12,-14,2.7,0,-2
CC(=O)Nc1sc(NC(=O)c2ccc(C)cc2)nc1-c1cccs1,3.4,-5,-2,0.3,-0.6,102,133,5,-1.0,-10,-23
O=C(NCCCN1CCOCC1)c1ccc(Cl)cc1Cl,3.5,35,6,0.9,-1.2,117,6,4,-0.7,3,31
CCN(c1ccc(NC(=O)COC(=O)c2ccc([N+](=O)[O-])o2)cc1)C(C)C,2.0,2,8,1.4,2.6,103,-12,4,-1.0,4,-9
OCCC1CN(C2CCC2)CCN1Cc1ccc(F)c(F)c1 (centres undefined),-1.9,1,0,2.1,0.6,119,37,10,-1.9,-3,0
COc1cc(N)c(Cl)cc1NC(=O)c1ccccc1,1.0,-4,-5,1.7,-2.8,100,0,2,-0.5,2,-17
Cc1csc(NC(=O)CSc2nc3ccccc3c(=O)[nH]2)n1,0.9,-3,-6,2.2,0.4,98,-15,13,-2.4,-3,/
COc1ccc(-c2csc(NC(=O)COC(=O)c3ccco3)n2)cc1,-3.3,-1,1,2.3,-2.5,93,8,-3,0.5,-1,-28
Clc1ccc(SCCN2CCNCC2)cc1,0.6,6,-2,3.2,-0.4,105,-1,-10,1.4,-4,-7
CCCNCC(O)Cn1c2ccccc2n2c(=O)cc(C)c(C#N)c12 (centres undefined),4.8,-4,-1,3.8,-0.8,106,5,2,-0.4,-10,5
CCOc1ccc2nc(NC(=O)CS(=O)(=O)c3ccc(C)cc3)sc2c1,0.2,10,2,1.3,-1.7,116,353,-6,1.2,-6,/
COc1ccc(-c2ccc(SCC(=O)Nc3cc(C)on3)nn2)cc1OC,0.4,2,-2,2.6,-1.1,101,-19,-8,1.4,-6,-18
C/C(CC(=O)Nc1cc(C)cc(C)c1)=N\NC(=O)c1ccccn1,0.9,0,-16,4.1,1.2,98,0,14,-2.3,-7,7
O=C(NNC(=O)c1ccccc1Cl)c1ccco1,2.1,-2,-17,2.2,0.3,/,8,7,-1.4,3,-4
CCCOc1ccc(C(=O)CCC(=O)OCC(=O)N2CCN(S(=O)(=O)c3ccc(C)cc3C)CC2)cc1,/,-5,4,1.2,/,104,/,-7,1.9,-3,-2
Cc1ccc(N(C(=O)c2snc(C(N)=O)c2N)C(C(=O)NC2CCCC2)c2ccco2)cc1 (centres undefined),/,7,-13,0.9,/,/,/,-14,1.9,7,-4
CC(C)c1ccccc1NC(=O)C1C2C=CC(C2)C1C(=O)O (centres undefined),7.2,-14,-4,-1.6,1.6,122,251,5,-1.0,1,-10
CC(=O)NNC(=O)CCC(=O)Nc1ccccc1,2.8,2,4,0.7,2.5,101,-17,5,-0.9,-2,/
O=C(CCn1c(=S)[nH]c2ccccc2c1=O)NCCc1ccc(Cl)cc1,1.4,1,-4,2.0,1.4,116,-15,0,0.1,-4,/
COc1cc(OC)cc(C(=O)NCCN2CCOCC2)c1,0.2,-4,-4,-0.1,-1.6,90,75,10,-1.8,2,-6
COC(=O)C1CN(C(=O)C(C)Oc2ccc(C)c(C)c2)c2ccccc2O1 (centres undefined),-2.7,-1,-130,3.5,-0.7,96,18,15,-3.4,9,-41
Cc1cc(C)nc(N2N=C(C(C)(C)C)CC2=O)n1,2.0,1,10,2.1,0.7,97,2,3,-0.5,0,28
CC(=O)c1cccc(N/C=C\c2nnnn2-c2ccc(F)cc2)c1,3.1,-20,-8,3.8,-1.0,103,4,-8,1.7,-8,-16
COc1ccc(NC(=O)CN(C)C(=O)Cc2n[nH]c(=O)c3ccccc23)cc1,-1.2,33,-1,1.2,-1.4,100,6,-19,3.0,-3,8
CCCn1nc2cc(C(=O)NCc3ccc(OC(F)(F)F)cc3)ccc2c1OCC,2.8,-4,10,2.4,-1.7,105,19,8,-1.5,-15,-4
CC(C)(C)OC(=O)C[C@@H]1C/C=C\C[C@@H](CC(=O)NCCO)C(=O)N2CCC[C@H]2COC1=O,1.7,3,-10,2.4,0.0,100,8,11,-2.5,3,7
CC(=N\NC(=O)c1ccccc1)/C(=N/O)C(=O)Nc1ccccc1,1.9,5,-11,1.8,0.9,85,-13,7,-1.2,-3,32
CSc1ccc(S(=O)(=O)NCC(=O)OCC(=O)N2CCCC2=O)cc1[N+](=O)[O-],-0.8,3,-8,1.8,0.4,101,-3,-8,1.4,-9,-6
COc1ccc(C)cc1NC(=O)COC(=O)c1ccc(OCc2ccc(Cl)cc2Cl)c(OC)c1,-2.1,0,7,2.0,-1.2,/,-4,8,-1.5,-9,-26
Cc1ccc(C(=O)Nc2nc(N)n(-c3ccccc3)n2)cc1,1.9,1,/,-0.6,-2.4,101,-3,/,/,/,/
CCN1CCN(Cc2c3ccccc3cc3ccccc23)CC1,2.0,-6,4,0.5,-2.8,97,-15,2,-0.4,-5,-4
O=C(/C=C/c1ccccc1)N1CCC(Cc2ccccc2)CC1,2.0,6,11,1.5,3.9,123,254,-12,2.2,-3,12
CCOc1ccc(NC(=O)C(C)Sc2nccn2C)cc1 (centres undefined),3.0,-11,-10,2.3,-0.4,106,7,3,-0.9,-8,-18
O=C(NC1CCCc2ccccc21)c1ccccc1Br (centres undefined),-1.1,-6,7,0.8,-2.3,103,-8,5,-0.8,4,24
CC1CCCCN1C(=O)COC(=O)C1CCN(S(=O)(=O)c2ccc3c(c2)OCCO3)CC1 (centres undefined),-3.0,46,-4,0.5,-0.7,102,0,-7,1.1,0,-2
CC1(C)CC(=O)c2sc(NC(=O)CCS(=O)(=O)c3ccccc3)nc2C1,-3.4,0,3,3.9,-0.5,103,-16,7,-1.2,-1,11
# (continued)
SMILES,AddAB inh,Arrestin-AP2 inh,Tat transport,phage Ecoli inh,E coli growth,DSG3 Ab inh,Mot1-301 SUMO,OPRM1-OPRD1 inv,MOR-DOR ag,PKA-R1A activ,PfHsp90 yeast 2
C=CCN1C(=O)CN=C1Nc1ccc(F)cc1,-1.6,0,-8,3.5,1.6,106,0,15,-3.0,-1,-4
O=S(=O)(NC1=NCCCCCC1)c1cccs1,2.0,-4,1,0.3,4.0,101,15,8,-1.4,3,-20
O=C(COc1ccc(Cl)cc1)Nc1ccc2oc(-c3ccncc3)nc2c1,-2.0,-3,3,1.4,-0.9,106,/,6,-1.1,4,-11
O=S(=O)(c1ccccc1)N1N=C(c2cccs2)CC1c1cccc(O)c1 (centres undefined),-2.0,1,5,0.2,-1.4,115,180,15,-2.8,5,13
COC(=O)Cc1ccc(NC(=O)c2ccc(Br)o2)cc1,1.9,-1,-5,5.0,-0.8,95,-12,13,-2.2,1,16
CC1CC(C)CN(C(=O)c2ccc(S(=O)(=O)N3CCCC3)cc2)C1 (centres undefined),2.0,4,6,-0.2,1.9,108,-18,3,-1.0,11,12
NC(=S)N/N=C/C=C/c1ccccc1,2.2,7,-3,2.4,0.4,/,3,11,-2.1,-4,24
Cc1ccc(N2C(=O)N(CC(=O)Nc3ccc(F)c(F)c3)C(=O)C2C)cc1 (centres undefined),0.8,2,-3,4.0,0.0,97,0,-16,3.4,-1,3

# Single records (already shown). Order of values: AddAB inh	Arrestin-AP2 inh	Tat transport	phage Ecoli inh	E coli growth	DSG3 Ab inh	Mot1-301 SUMO	OPRM1-OPRD1 inv	MOR-DOR ag	PKA-R1A activ	PfHsp90 yeast 2
# CC(=O)Nc1sc(NC(=O)c2ccc(C)cc2)nc1-c1cccs1 is listed as 3.4	-5	-2	0.3	-0.6	102	133	5	-1.0	-10	-23
# Cc1ccc(S(=O)(=O)N(C)CCCC(=O)Nc2cccc3ccccc23)cc1 is listed as 5.6	-1	2	0.2	-1.1	87	-16	0	0.0	-8	9

# Rows were taken by chance; overall some 2.8% were active at least once.
